Compound activity: PubChem, National Center for Advancing Translational Sciences (NCATS)
TCR activator: Activators of T cell receptors: qHTS campaign | primary human leukocytes, anti-CD3, IL-2 HTRF, 48 h | Potency, µM (highest dose often 9.22 µM), without a hit: top-dose activation of IL-2 secretion, hits mostly activators | 330,000 tested, under 10 active | AID 504894, 2011; also: % of control where 0% means no effect
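Readout: HTRF IL-2, Eu-cryptate/d2 antibody pair, 320nm excitation, 665nm emission. Stimulus: a-CD3 beads, no co-stimulation. Cells: primary human leukocytes. Exposure: 48 hr with compound.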
Giardia killer: Small Molecules that selectively kill Giardia lamblia: qHTS; Giardia lamblia trophozoite viability; activity change, % at 7.66 µM, hits read low; 340,000 compounds, 0.15% hits; AID 540267, 2011; in the data active = activity change below about -80%; inconclusive = between about -30% and that limit;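 also: parasites exposed to compound for two days anaerobically before the ATP read; % is scaled to controls: 0 for no effect and ±100 for the full control effect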
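Anaerobic 48 hrs incubation at 37 deg C of 100 trophozoites/well with test compounds; ATPLite 1-Step luminescence, 15-30 min RT, reports cellular ATP as viability.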
GALK inhibitor: qHTS Assay for Inhibitors of Human Galactokinase (GALK) | P51570 | Purified GALK, Kinase-Glo residual ATP luminescence | Potency, µM (series often up to 57.5 µM), for inactives: at the highest dose activity change, negative = inhibition, hits mostly inhibitors | 270,000 compounds, 0.007% hits | AID 1868, 2009; also: potency is read from the fitted curve at half-maximal effect; % is scaled to controls: 0 for no effect and ±100 for the full control effect
Target sequence (P51570 whole entry, looked up): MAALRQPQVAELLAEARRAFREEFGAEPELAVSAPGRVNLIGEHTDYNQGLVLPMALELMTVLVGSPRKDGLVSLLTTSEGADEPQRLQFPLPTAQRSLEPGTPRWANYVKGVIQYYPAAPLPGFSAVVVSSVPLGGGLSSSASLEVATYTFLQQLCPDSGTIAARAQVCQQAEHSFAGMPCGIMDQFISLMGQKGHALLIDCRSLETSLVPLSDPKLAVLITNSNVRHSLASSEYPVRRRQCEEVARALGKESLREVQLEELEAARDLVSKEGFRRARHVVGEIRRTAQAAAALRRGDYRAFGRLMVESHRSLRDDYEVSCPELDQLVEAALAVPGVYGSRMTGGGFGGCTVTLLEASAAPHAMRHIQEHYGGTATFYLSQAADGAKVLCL
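Human GALK (5 nM) with 35 uM ATP and 100 uM galactose in 20 mM HEPES pH 8.0, 5 mM MgCl2, 60 mM NaCl, 1 mM DTT, 0.01% BSA. After 1 h at room temperature, leftover ATP was read by Kinase-Glo Plus luminescence.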
KCNH2 WT inh: qHTS for Inhibitors of KCHN2 3.1: Wildtype qHTS | activity change, % at 1.84 µM | Voltage-gated inwardly rectifying potassium channel KCNH2 (Homo sapiens), Q12809 | U2OS, BacMam KCNH2, thallium flux FluxOr; stronger effect = lower value | AID 720551, 2013 | 340,000 compounds, 0.37% hits;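 active = maximum activity change below -70%; inconclusive = maximum activity change between -70% and -50%; inactive = maximum activity change above -50%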; also: % is scaled to controls: 0 for no effect and ±100 for the full control effect
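U2OS cells were transduced with wild-type KCNH2 virus (2.03 x 10^8 / mL) for 4 h at room temperature, then cultured overnight at 37 C. Thallium flux was read with FluxOr dye. Rate constants were normalized to DMSO controls.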
Tb PFK inh: qHTS Assay to Find Inhibitors of T. brucei phosphofructokinase. ATP-dependent 6-phosphofructokinase (Trypanosoma brucei brucei), O15648. T. brucei PFK, ADP-Glo luminescence. Potency, µM (top dose mostly 57.5 µM), for inactives: top-dose activity, negative = inhibition, usual class: inhibitors. 330,000 compounds, 0.17% hits. AID 485367, 2010;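 also: potency is read from the fitted curve at half-maximal effect; 0% = uninhibited 1x PFK enzyme wells and -100% = no-enzyme wells; nearly all actives have a fitted effect of over 60% in size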
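1.25 nM PFK with 0.5 mM F6P and 0.1 mM ATP in 0.1 M TEA pH 8.0, 5 mM MgCl2, incubated 45 min at room temperature; ADP measured by ADP-Glo luminescence; compounds titrated up to 57 uM.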
MLL CXXC-DNA inh: qHTS Fluorescence Polarization Assay for Inhibitors of MLL CXXC domain - DNA interaction; Histone-lysine N-methyltransferase 2A (Homo sapiens), Q03164; MLL-CXXC / FITC-HOXA9 DNA fluorescence polarization; Potency, µM (series often up to 115 µM), inactives show at the highest dose activity change, negative = inhibition, most hits filed as inhibitors; 290,000 compounds, 0.037% hits; active = well fitted inhibition curve with a large enough effect in the polarisation, with a control signal flat, not every such curve was filed as active; inconclusive = small, poorly fitted or top-dose-only effect, or effect the other way, or a change in a side signal; inactive = no such curve, though single readings can be large or run the other way; the % refers to the polarisation; also: potency is read from the fitted curve at half-maximal effect
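Purified MLL-CXXC (added from a 7 uM solution) was preincubated 5 min at ambient with pinned compounds in 50 mM Tris-HCl pH 7.5, 50 mM NaCl, 1 mM DTT, 0.05% BSA. Fluorescein-labeled HOX-A9 DNA (50 nM solution) followed, 30 min, then polarization read.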
Chronic BCR inh: qHTS Assay to Find Inhibitors of Chronic Active B-Cell Receptor Signaling | ABC-DLBCL IkBa-CBG/CBR reporter, luminescence ratio, 4 h | Potency, µM (highest dose often 46.1 µM), for inactives: at the top dose ratio change, negative = lower green/red ratio, most hits filed as inhibitors | 340,000 compounds, 0.05% hits; active = well fitted inhibition curve with a large enough effect in the signal ratio, with a control signal flat, not every such curve was filed as active; inconclusive = small, poorly fitted or top-dose-only effect, or effect the other way, or a change in a side signal; the % refers to the signal ratio;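 also: potency is read from the fitted curve at half-maximal effect; plate controls were basal doxycycline-induced cells for no effect and cells given 10 µM MG132 for full effect; MG132 reads +100%, hits lower the ratio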
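TMD8 ABC-DLBCL cells carrying doxycycline-inducible green luciferase fused to IkappaBalpha plus unfused red luciferase were exposed to compounds (up to 46 uM) for 4 hrs at 37C. Activity came from the overlap-corrected green/red luminescence ratio.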
AT treatment: qHTS Assay for Identifying a Potential Treatment of Ataxia-Telangiectasia. […] A-T fibroblasts, KAP-1 phosphorylation AlphaLISA; neocarzinostatin DNA damage 30 min before lysis. Potency, µM (titrated, usually from 57.5 µM), for inactives: at the highest dose activation, most hits filed as activators. 320,000 compounds, 0.19% hits. AID 485349, 2010; also: potency is read from the fitted curve at half-maximal effect; % of control where 0% means no effect; nearly all actives have a fitted effect of over 45% in size
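ATM-like activity read as KAP-1 phosphorylation via AlphaLISA donor/acceptor antibody pairs after lysis and 6 hr at 25C. Cells were ATM-null patient fibroblasts ([…], hTERT), dosed 60 min, then exposed to the DSB inducer NCS for 30 min.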
FBPA coupling cs: qHTS Assay for Inhibitors of Fructose-1,6-bisphosphate Aldolase from Giardia Lamblia: Coupling assay counterscreen. coupling enzyme system counterscreen, AmpLite Red fluorescence. activity change, negative = inhibition, % at 58.2 µM, hits read low. 290,000 compounds, 0.67% hits; in the data active = activity change below about -30%; also: % is scaled to controls: 0 for no effect and ±100 for the full control effect
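Compounds tested against the coupling enzymes alone at 57.5 uM final; readout was AmpLite Red fluorescence (525/598 nm) after 20 min at RT.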
TSHR antagonist: Antagonists of the Thyroid Stimulating Hormone Receptor: HTS campaign; Thyrotropin receptor (Homo sapiens), P16473; TSHR-expressing cells, TSH-stimulated cAMP HTRF, 2 h; stronger effect = lower value; activity change, negative = inhibition, % at 11.5 µM; 330,000 compounds, 0.2% hits; AID 504810, 2011;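 active = activity change below a set negative limit, meaning inhibition stronger than a set level, cut at about -70% in these data; inconclusive = activity change between two set negative limits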; also: % is scaled to controls: 0 for no effect and ±100 for the full control effect
Target sequence (P16473 whole entry, looked up): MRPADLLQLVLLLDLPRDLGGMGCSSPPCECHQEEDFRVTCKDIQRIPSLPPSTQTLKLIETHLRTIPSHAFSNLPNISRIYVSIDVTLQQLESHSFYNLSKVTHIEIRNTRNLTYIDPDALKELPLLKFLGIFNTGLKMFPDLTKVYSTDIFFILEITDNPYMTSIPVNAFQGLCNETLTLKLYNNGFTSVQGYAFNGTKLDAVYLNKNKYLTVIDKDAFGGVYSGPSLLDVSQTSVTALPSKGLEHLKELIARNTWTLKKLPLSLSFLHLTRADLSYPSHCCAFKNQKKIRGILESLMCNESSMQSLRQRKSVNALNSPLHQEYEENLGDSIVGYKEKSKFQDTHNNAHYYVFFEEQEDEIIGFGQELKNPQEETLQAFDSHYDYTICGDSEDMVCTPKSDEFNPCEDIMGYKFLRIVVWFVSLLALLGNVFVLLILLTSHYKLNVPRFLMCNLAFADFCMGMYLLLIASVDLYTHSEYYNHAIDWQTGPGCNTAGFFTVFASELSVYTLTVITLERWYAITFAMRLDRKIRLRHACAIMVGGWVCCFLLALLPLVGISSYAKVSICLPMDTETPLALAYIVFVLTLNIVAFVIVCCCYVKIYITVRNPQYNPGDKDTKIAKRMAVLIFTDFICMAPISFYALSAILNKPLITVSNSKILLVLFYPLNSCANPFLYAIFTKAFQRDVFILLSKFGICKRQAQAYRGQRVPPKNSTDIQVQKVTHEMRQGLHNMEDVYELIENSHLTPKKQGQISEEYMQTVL
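TSHR-expressing cells were treated with compounds, then stimulated with TSH at EC80 (4nM final) for 2 hours at 37 deg C. Cellular cAMP was measured by HTRF competition between lysate cAMP and cAMP-d2 for a cryptate-labelled anti-cAMP antibody.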
Starred values were filed as active, the others as inactive; ? = inconclusive; . = not tested or not shown; [ ] = dose if it differs, or a comment. Unless noted, calls follow the shape of the dose curve; as a rule, active = well fitted curve in the direction sought with a large enough effect; inconclusive = small, poorly fitted or top-dose-only effect, or another doubt; inactive = no such curve, though single readings can be large; an effect the other way counts as inactive or inconclusive.

SMILES | TCR activator | Giardia killer | GALK inhibitor | KCNH2 WT inh | Tb PFK inh | MLL CXXC-DNA inh | Chronic BCR inh | AT treatment | FBPA coupling cs | TSHR antagonist
Cc1cc(C)cc(NC(=O)Cn2ncn3c(cc4ccccc43)c2=O)c1 | 1% | 8 | 3% | 4 | 7% | -5% | ? | . | 0 | 1
COc1cccc(C2/C(=C(\O)c3ccc4c(c3)OCCO4)C(=O)C(=O)N2CCCN2CCOCC2)c1OC (stereo not given) | 3% | 5 | 2% | -14 | 0% | -1% | 1% | 5% | . | -3
CCN(CC)S(=O)(=O)c1ccc(S(=O)(=O)N2CCC(C(=O)NC3CCN(Cc4ccccc4)CC3)CC2)cc1 | -3% | 1 | 15% | 21 | -4% | 5% | -8% | 1% | 0 | 5
Cc1cccc(C)c1NC(=O)C1CCCN(CCCc2ccccc2)C1 (stereo not given) | 2% | 8 | -2% | 0 | -4% | -5% | ? | -5% | 3 | 7
Cc1ccc(Cl)cc1NC(=O)c1cc(NC(=O)C2CCCCC2C(=O)O)ccc1N1CCOCC1 (stereo not given) | -11% | 12 | -4% | 10 | 3% | 9% | 1% | 1% | 7 | -14
COc1ccc(NC(=S)NCc2cccnc2)cc1 | 4% | -16 | -1% | 7 | 2% | 7% | 7% | 5% | 6 | 3
O=C(COC(=O)Cn1nnc(-c2ccccc2)n1)Nc1cc(F)ccc1F | -5%[46.1 µM] | 0 | . | -11 | 0% | . | 0% | -4% | . | -14
COc1ccc(Sc2nc(-c3ccccc3)ncc2OC)cc1 | 3% | 7 | -2% | -3 | 0% | 0% | -1% | 12% | 0 | 7
O=C(O)c1ccc(/C=C/c2nc3sc4c(c3c(=O)[nH]2)CCC4)cc1 | -11% | -9 | -6% | 1 | 14% | -4% | ? | 0% | -1 | -4
CC(=O)c1c(Nc2ccc3c(c2)OCCO3)oc(C)cc1=O | -6% | 1 | 2% | 19 | -2% | 3% | -23% | 13% | -11 | -7
CSCc1ccc(C(=O)NCC(c2cccs2)N2CCOCC2)cc1 (stereo not given) | 1% | -5 | . | 2 | 1% | . | -3% | -11% | . | 6
CCOC(=O)N1CCN(C(=O)CC(=O)Nc2ccc3nc4n(c(=O)c3c2)CCCCC4)CC1 | -2% | 0 | -1% | -1 | -2% | -2% | 0% | 7% | -1 | 38
CCOc1ccc(CNc2ccc3c(c2)ncn3C)cc1 | -5% | 8 | 0% | -6 | -1% | 11% | ? | -2% | -21 | -3
O=C(NCc1ccncc1)c1cnccn1 | 4% | -6 | 0% | 5 | 0% | 0% | -2% | 3% | 0 | -4
C[N+](C)(C)CCOP(=O)([O-])OC[C@H](O)CO | 9% | 2 | 0% | -11 | -4% | 9% | 6% | -15% | 1 | -3
CC(C)(C)c1nc2c(s1)CCc1onc(-c3ccc(Cl)cc3)c1-2 | 0% | 2 | . | 1 | 0% | . | 0% | 6% | . | -5
COCCCNC(=O)CN1C(=O)c2cccc3cccc1c23 | -3% | -8 | -2% | 13 | 4% | -1% | -3% | 0% | -1 | -1
CC(=O)c1c(C)[nH]c(C(=O)OCn2nnc3ccccc3c2=O)c1C | 0% | 13 | 2% | -1 | -1% | 78%[activator] | -5% | 3% | 5 | 2
Cc1ccc(Nc2c(-c3ccccn3)nc3cc(C)ccn23)cc1 | 6% | -23 | -1% | 3 | 15% | ? | ? | 0% | 0 | -7
CC(=O)N1C(=S)NC(=O)/C1=C1/C(=O)N(CC(=O)Nc2cccc(C)c2)c2ccccc21 | -2%[46.1 µM] | -7 | 2% | -3 | 18% | 17% | -3% | -1% | 3 | 1
CCc1nnc(SCC(=O)NCCC2=CCCCC2)nc1CC | 3% | 16 | 7% | 0 | 0% | -7% | 9% | -3% | 3 | -1
COc1ccc(CNS(=O)(=O)c2ccc(NC(=O)N3CCCCC3)cc2)cc1 | -2% | 19 | 5% | 68 | -2% | -3% | -1% | 3% | 1 | 10
COc1ccc2c(c1)CC/C(=C\C=C\c1ccccc1OC)C2=O | 2%[46.1 µM] | 8 | 2% | 1 | -4% | -4% | ? | 8% | -40* | -35
CC(=O)c1ccc(OCc2cc(C(=O)N3CCCCCCC3)no2)cc1 | 4% | -7 | -3% | -13 | -22% | -4% | -1% | -1% | . | 0
c1ccc(CSc2nnc(-c3ccco3)n2Cc2ccccc2)cc1 | 2% | -13 | 0% | 1 | 0% | -5% | 4% | 3% | -1 | -2
Further structures
SMILES | TCR activator | Giardia killer | GALK inhibitor | KCNH2 WT inh | Tb PFK inh | MLL CXXC-DNA inh | Chronic BCR inh | AT treatment | FBPA coupling cs | TSHR antagonist
CCCn1nc2cc(C(=O)NCc3ccc(C)cc3)ccc2c1OC | 7% | 12 | -1% | 1 | 2% | -4% | 0% | -4% | -1 | 2
COCCN(C(=O)COC(=O)Cc1cccc(OC)c1)c1c(N)n(Cc2ccccc2)c(=O)[nH]c1=O | -19% | 30 | . | 1 | -8% | . | -3% | 2% | . | 8
Cc1ccccc1CN(c1ccc(C(=O)Nc2ccccc2C(=O)N2CCCC2)cc1)S(C)(=O)=O | 1% | -3 | 0% | -2 | 8% | 2% | 6% | 6% | 2 | 20
O=c1[nH]c(/C=C/c2cccc3ccccc23)nc2ccccc12 | 0% | -7 | 0% | -3 | 0% | -5% | 8% | -1% | 1 | -10
CCOC(=O)C1(CCOc2ccccc2)CCN(Cc2cccc(-n3cccn3)c2)CC1 | -6% | 11 | -2% | . | 3% | -4% | -11% | -4%[11.5 µM] | 1 | -4
O=C(CCC(=O)OCc1ccc([N+](=O)[O-])cc1)Nc1ccccc1Cl | -2% | 2 | -3% | -4 | ? | -1% | 10% | 2% | 2 | 38
C[C@H]1CN=C2N(CCNC(=O)CCC3CCCCC3)[C@H](Cc3ccc(O)cc3)CN21 | -5% | 7 | -3% | -4 | 2% | -9% | 5% | 14% | 0 | -9
N#Cc1ccc(CSc2nnc(-c3cccnc3)o2)cc1 | -5% | 8 | 0% | -1 | -3% | -2% | 14% | -5% | 1 | -5
CCOC(=O)C(=O)CC(=O)c1ccc2c(c1)OCCO2 | 13% | -16 | 8% | -1 | -2% | -1% | -2% | -5% | 0 | -1
COc1ccc(OC)c(C2=NOC(C(=O)Nc3c(C)n(C)n(-c4ccccc4)c3=O)C2)c1 (stereo not given) | -1% | -1 | 2% | -2 | 2% | 1% | -1% | -14% | 4 | -5
O=C(NCCCN1CCOCC1)C1CCN(S(=O)(=O)c2ccccc2)CC1 | -4% | -16 | . | -7 | -2% | . | ? | 4% | . | 1
CCOc1cc(/C=C/c2cc(C(=O)O)c3ccccc3n2)ccc1O | -5%[46.1 µM] | ? | -1% | -3 | 1% | -2% | ? | 0% | -4 | -12
COc1ccc(C2C(C(C)=O)=C(O)C(=O)N2c2ccc(Br)cc2)cc1 (stereo not given) | 8% | -28 | 0% | 2 | -3% | -16% | ? | 12% | 3 | 36
CCOC(=O)C1CCN(C(=O)CN2C(=O)COc3ccc(C(C)(C)C)cc32)CC1 | 4% | -7 | -4% | -17 | -4% | -5% | 2% | -7% | . | -9
CC1(C)CC(=O)C2=C(C1)NCN(Cc1ccc3c(c1)OCO3)C2 | 1% | 8 | 5% | -7 | 2% | -4% | 2% | -10% | 2 | 6
COc1cccc2cc(C(=O)NCCc3ccccc3)c(=O)oc12 | 0% | 10 | 2% | -18 | 0% | 28% | ? | 9% | 4 | 1
COc1ccc(CCNC(=O)C2CCN(S(=O)(=O)c3ccc(F)cc3)CC2)cc1 | 0% | -7 | -1% | 7 | 2% | 4% | 0% | 3% | 0 | -2
CC(OC(=O)c1oc2ccccc2c1CSC1CCCCC1)C(=O)NC(N)=O (stereo not given) | -1%[46.1 µM] | -4 | -1% | 15 | -1% | -2% | -1% | 1% | 0 | 8
CCC(C)(C)NC(=O)C(c1cccn1C)N(Cc1ccccc1)C(=O)Cn1nnc2ccccc21 (stereo not given) | 3% | 9 | -1% | -21 | 2% | -3% | ? | 1% | 1 | -7
COc1ccc(C(=O)OCC(=O)Nc2cc(C)on2)cc1S(=O)(=O)N1CCOCC1 | 0% | 17 | 3% | 0 | -3% | 4% | 0% | -1% | 1 | 6
COc1ccc(CNC(=O)c2ccc3c(=O)n(CCCN4CCCC4=O)c(=S)[nH]c3c2)cc1 | 3% | 1 | -1% | -10 | 1% | 14% | 7% | -1% | 5 | -2
COc1ccc(C(=O)NC(=S)N2CCN(c3ccccc3OC)CC2)cc1 | 1% | -7 | -2% | -5 | 0% | -5% | ? | 1% | 1 | -9

Random draw from the library; 1.6% or so of the library scored in one or more.
